FXIa inh = blocks human coagulation factor XIa protease activity; P03951; purified FXIa, Boc-Glu-Ala-Arg-AMC fluorogenic substrate; inhibition, % at 5 µM; actives 0.14% (n = 220,000);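 active = inhibition of at least 40%; inactive = inhibition below 40%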;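 also: fluorescence of freed AMC excited at 355 nm; 0% = enzyme without compound and 100% = no enzyme blank; many of its hits are not listed in these tables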
KLK5 inh = kallikrein 5 (human) inhibition; Q9Y337; recombinant hK5, fluorogenic AMC substrate cleavage; inhibition, % at 5 µM; actives 0.59% (n = 210,000); AID 873;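 active = inhibition of 40% or more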;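 also: 0% = enzyme controls without compound and 100% = no-enzyme blanks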
Target sequence (Q9Y337 67-293 limits assumed): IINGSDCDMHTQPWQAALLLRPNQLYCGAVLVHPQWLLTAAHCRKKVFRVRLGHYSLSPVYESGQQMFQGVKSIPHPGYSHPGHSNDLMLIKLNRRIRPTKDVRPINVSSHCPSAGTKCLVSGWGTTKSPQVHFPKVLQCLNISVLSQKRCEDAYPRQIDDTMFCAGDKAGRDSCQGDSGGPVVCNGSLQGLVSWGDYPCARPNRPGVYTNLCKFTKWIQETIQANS
PERK inh = blocks human PERK kinase; inhibition, % at 5.6 µM; Q9NZJ5; actives 0.17% (n = 220,000); CHO PERK-DD fusion, SEAP luminescence translation reporter;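 active = inhibition above the mean inhibition of all tested compounds plus 3 SD, set separately per screening campaign, cut at about 2.9% in these data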;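 also: PERK kinase domain activated by AP20187 dimerizer at 100 nM; 0% = DMSO with dimerizer and 100% = rapamycin at 8.4 µM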
FXIIa inh = factor XIIa (human) inhibition. purified FXIIa, Boc-QGR-AMC fluorogenic substrate, 2 h. actives 0.3% (n = 220,000). inhibition, % at 5 µM. P00748; in the data active = inhibition above about 40%;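 also: 0% = enzyme with no compound and 100% = blank without enzyme; many of its hits are not listed in these tables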
p97 ATPase inh = inhibitors of human p97 ATPase | P55072 | recombinant p97 ATPase, Kinase-Glo ATP luminescence, 3 h | inhibition, % at 8 µM | actives 0.42% (n = 220,000); in the data active = inhibition above about 15%;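 also: 0% = DMSO vehicle and 100% = wells lacking enzyme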
Thrombin inh = blocks human thrombin protease activity; P00734; alpha-thrombin, Boc-VPR-AMC fluorogenic substrate cleavage; inhibition, % at 5 µM; actives 0.26% (n = 220,000); AID 1046;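 active = inhibition at or above 40%; inactive = inhibition below 40%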;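 also: 0% = enzyme with no compound and 100% = wells without enzyme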
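System – human alpha-thrombin · Medium – pH 7.5 Tris (50 mM) with NaCl 150 mM, Tween 20 0.05% · Compound – single-point dosing at 5 µM, 0.2% DMSO · Incubation – enzyme reaction carried out at room temperature · Technique – fluorescence of released AMC, ex 355 nm, em 460 nm · Read-out basis – % inhibition of thrombin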
KCC2 mod = modulates chloride dependent transport by human KCC2; Q9H2X9; KCC2 cells, thallium flux FluoZin-2 fluorescence; B-score of Tl+ flux slope (higher = more flux/activation; lower = inhibition) at 10 µM; actives 2.2% (n = 190,000); AID 1456;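 active = thallium flux slope and its plate-corrected score both differing from the plate sample mean at a set confidence after two filtering rounds, in either direction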;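 also: slope of fluorescence scaled to starting intensity during 10 to 20 s after thallium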
Furin inh = inhibitors of human furin; purified furin, fluorogenic substrate cleavage; P09958; AID 463115; inhibition, % at 30 µM; actives 0.061% (n = 220,000); in the data active = inhibition above about 25%; also: inactives centre near -15
Wee1 stabilizer = inhibitors of human Wee1 degradation; P30291; HeLa Luc-Wee1K328M stability, luciferase luminescence; 100% = proteasome inhibitor MG132 effect; reporter increase, % at 5 µM; actives 1.2% (n = 220,000); AID 1321;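 active = activation above the mean of all tested compounds plus 3 SD, set per screening run, cut at about 8.8% in these data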;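 also: cells exposed to compound for 20 h before luminescence read; 0% = DMSO alone and 100% = MG132 at 30 µM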
Target sequence (P30291 whole entry K328M): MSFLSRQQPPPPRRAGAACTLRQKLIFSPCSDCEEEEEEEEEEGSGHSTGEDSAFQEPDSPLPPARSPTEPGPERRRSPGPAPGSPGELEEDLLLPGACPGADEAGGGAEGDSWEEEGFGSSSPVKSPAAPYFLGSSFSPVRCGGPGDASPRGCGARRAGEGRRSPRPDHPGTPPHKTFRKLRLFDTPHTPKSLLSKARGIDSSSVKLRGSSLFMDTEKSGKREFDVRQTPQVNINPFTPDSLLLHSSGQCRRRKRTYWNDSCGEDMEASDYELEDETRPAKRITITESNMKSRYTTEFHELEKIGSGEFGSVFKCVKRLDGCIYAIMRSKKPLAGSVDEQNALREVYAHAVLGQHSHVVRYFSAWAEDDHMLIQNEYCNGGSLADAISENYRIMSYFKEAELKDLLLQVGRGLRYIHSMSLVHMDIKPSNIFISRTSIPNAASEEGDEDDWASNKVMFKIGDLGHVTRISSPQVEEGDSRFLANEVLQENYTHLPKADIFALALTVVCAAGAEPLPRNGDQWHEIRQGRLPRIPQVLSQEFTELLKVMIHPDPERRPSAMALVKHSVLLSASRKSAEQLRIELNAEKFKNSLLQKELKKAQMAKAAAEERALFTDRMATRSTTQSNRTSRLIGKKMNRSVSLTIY
* marks the source's active call; other numbers are inactive results; / = no result given; [ ] = remark or other dose.

Below each SMILES – FXIIa inh, Furin inh, PERK inh, KLK5 inh, Thrombin inh, Wee1 stabilizer, FXIa inh, p97 ATPase inh, KCC2 mod
#1 CC(=O)Nc1ccc(C)c(NC(=S)Nc2ccc(F)cc2)c1
 : -3, -12, -0.3, -6, -12, -2, -2, 7, /
#2 O=C1CCCN1CCC1CCN(C(=O)Nc2ccccc2)CC1
 : 7, -32[20 µM], 0.6, -26, 0, -3, -11, 6, -0.45
#3 CC(=O)Oc1ccc(N2C(=O)C3C4C=CC(CO)(O4)C3C2=O)cc1 (stereo unspecified)
 : 19, -11[20 µM], 0.6, -7, 2, 0, 2, 1, -0.51
#4 COc1ccc(/C=C/C(=O)N[C@@H](C)C(=O)O)cc1
 : 26, -17, 3.4*, -12, 0, 3, 20, 7, 0.57
#5 COc1ccc(OCCCC(=O)NCC(C)C)cc1
 : 16, -7[20 µM], -0.7, 1, 3, 4, 4, 1, 0.15
#6 c1ccc(C2CCCN(Cc3nc(CC4CC4)no3)CC2)cc1 (stereo unspecified)
 : 6, -28, 0.8, -1, -14, -1, -4, 1, -0.033
#7 COc1ccc(CNC(=O)CSc2ccc(Br)cc2)cc1OC
 : 14, -16, 0.0, -1, -11, -2, 3, 3, 0.25
#8 Cc1ccc2nc(N(CCN(C)C)C(=O)/C=C/c3cccs3)sc2c1
 : 2, 7, -0.9, -20, -6, -2, -4, -7, 0.31
#9 Cc1c(C(=O)c2ccc(Cl)c([N+](=O)[O-])c2)c2ccccn2c1CCC#N
 : 13, -16, 0.2, -11, 0, -1, 7, 6, -1
#10 CC(=O)Nc1ccc(NC(=O)Cn2nc([N+](=O)[O-])c(Br)c2C)cc1
 : 10, -13, 0.0, -1, -7, 0, 4, -1, -0.77
#11 N#CC1=C(N)SC(N)=C(C#N)C1Cc1ccccc1
 : 16, -6, -0.2, -14, -2, -4, 4, -1, /
#12 CC(Sc1nncn1C)C(=O)Nc1nnc(-c2ccccc2)s1 (stereo unspecified)
 : -1, -27, -1.0, -34, -13, 3, -8, -4, /
#13 Cc1cccc(N2CCN(C3=NC(=O)C(=C4CCCCC4)S3)CC2)c1
 : -3, -3, -0.7, 120*, 1, 5, -5, -9, -0.58
#14 CCCOc1ccc(-c2csc(N)n2)cc1[N+](=O)[O-]
 : 16, -16, 0.4, 1, -9, 3, 8, 7, -1
#15 NS(=O)(=O)c1ccc(N/C=C\C(=O)c2cccc3ccccc23)cc1
 : 3, 6, 0.4, -14, -1, -2, 1, -2, 0.93
#16 O=C(CN1C(=O)CC(c2ccco2)Sc2ccccc21)Nc1ccc2c(c1)OCCO2 (stereo unspecified)
 : 15, -9, -0.2, 1, 4, -4, 10, 0, 0.74
#17 N/C(=N\S(=O)(=O)c1cccs1)c1ccccc1
 : -2, -16[20 µM], 0.9, -24, 6, -1, -15, 1, 1.6
#18 COc1cc(C(C(=O)NC2CCCCC2)N(Cc2cccs2)C(=O)Cc2c[nH]c3ccccc23)cc(OC)c1OC (stereo unspecified)
 : 6, -17[20 µM], -1.3, -25, -5, 0, -6, 1, -0.28
#19 CNC(=S)SCCOc1ccc(C)cc1
 : 15, -13, 1.1, -10, -13, -3, 3, -1, -0.21
#20 CCN(CC)S(=O)(=O)c1ccc(Cl)c(NC(=O)c2ccncc2)c1
 : -2, -17, 1.1, -2, -14, 0, -6, 4, -0.69
#21 COc1cc(NC(=O)Cn2ccsc2=N)cc(OC)c1
 : 6, -23, 0.5, -3, -4, 13*, 3, -3, 1.4
#22 CC(=O)NC(NC(=S)N1CCCCCC1)C(Cl)(Cl)Cl (stereo unspecified)
 : 5, -4, -0.1, /, 0, 3, -2, -3, -0.97
#23 CC1CSc2n(-c3cccc(C(F)(F)F)c3)cc(-c3ccccc3)[n+]21 (stereo unspecified)
 : 7, -29, 0.6, 2, -10, 2, -2, 0, 0.71
#24 CC(=O)N1CCN(CC(=O)Nc2ccc(Cl)c(S(=O)(=O)N(C)C)c2)CC1
 : 13, -8, 0.9, -5, -7, 4, 9, 1, -1.6
#25 Cc1cc(Br)c(Cl)cc1NC(=O)CN1C(=O)C2C3CC(c4ccccc4)C(C3)C2C1=O (stereo unspecified)
 : 17, -6, -0.2, -18, -1, 2, 3, 6, 0.11
#26 Cc1ccccc1NP(=O)(c1ccccc1)c1nc2ccccc2s1 (stereo unspecified)
 : 6, -16, 1.3, -4, -8, -2, -4, -3, -0.68
#27 Cc1ccc(SCC(=O)OCn2nnc3ccccc3c2=O)cc1C
 : 5, -3, 0.3, -5, 1, -1, -1, -4, 0.19
#28 O=C(NCc1ccco1)c1ccc(Br)s1
 : 10, -13, -0.8, 34, 2, -1, -2, -1, 0.95
#29 CCCn1c(=O)c(C(=O)OCC)c(O)c2cc(Br)ccc21
 : 7, -4, -0.6, 2, -2, 2, -3, 2, -1.3
#30 Cc1csc(=Nc2ccc(S(=O)(=O)N3CCOCC3)cc2)n1Cc1ccco1
 : -7, -18, -0.1, 18, -4, 8, -3, 2, /

An excerpt from above in order of their number in KLK5 inh, smallest number first:
cpd	canonical_smiles	FXIIa inh	Furin inh	PERK inh	KLK5 inh	Thrombin inh	Wee1 stabilizer	FXIa inh	p97 ATPase inh	KCC2 mod
27	Cc1ccc(SCC(=O)OCn2nnc3ccccc3c2=O)cc1C	5	-3	0.3	-5	1	-1	-1	-4	0.19
23	CC1CSc2n(-c3cccc(C(F)(F)F)c3)cc(-c3ccccc3)[n+]21 (stereo unspecified)	7	-29	0.6	2	-10	2	-2	0	0.71
28	O=C(NCc1ccco1)c1ccc(Br)s1	10	-13	-0.8	34	2	-1	-2	-1	0.95

(more compounds)
Below each SMILES – FXIIa inh, Furin inh, PERK inh, KLK5 inh, Thrombin inh, Wee1 stabilizer, FXIa inh, p97 ATPase inh, KCC2 mod
#31 CC1(C)C(=O)OC(/C=C/c2cccc([N+](=O)[O-])c2)C(C)(C)C1=O (stereo unspecified)
 : 6, -28, 0.5, -1, -6, -2, 0, 2, -0.039
#32 COC(=O)c1ccc(CON2C(=O)c3ccccc3C2=O)cc1
 : 13, -24[20 µM], 0.7, 2, 4, -1, 2, 0, -0.37
#33 CCN(CCC(=O)O)c1ccccc1
 : 2, -19[20 µM], 0.6, 6, -1, -1, -8, 2, 0.63
#34 c1csc(-c2nnc(N3CCCCCC3)c3ccccc23)c1
 : 13, -18, 0.5, 2, -11, 3, 2, 4, 0.051
#35 O=C(NC(=S)NNC(=O)c1cccs1)c1ccco1
 : 27, -15[20 µM], 2.1, -143, 1, -1, 16, 6, 3.6*
#36 O=S(=O)(c1ccc(F)cc1)n1ccc(-c2cccc(OCc3c(F)cccc3Cl)c2)n1
 : -4, -7[20 µM], 0.5, 2, 2, 1, 4, 4, /
#37 CCn1c(SCC(=O)Nc2oc(-c3ccccc3)c(-c3ccccc3)c2C#N)nnc1-c1cc(OC)cc(OC)c1
 : 17, -20[20 µM], -1.4, 2, 5, 7, 9, -2, /
#38 Cc1nnc(SCC(=O)NC(=O)Nc2ccc3c(c2)OCCO3)s1
 : 3, -28, 0.1, -14, 5, 4, -1, 1, 0.82
#39 CCN(CC)S(=O)(=O)c1cc(C(=O)Oc2ccccc2OC)ccc1OC
 : -6, -21, -1.6, -2, -8, 4, -4, -11, /
#40 Cc1ccccc1NS(=O)(=O)c1ccc2[nH]cc(C(=O)NCCCN3CCOCC3)c(=O)c2c1
 : -7, -18, -0.1, -6, 0, -2, -9, -3, 0.35
#41 CN(C1CCCCC1)S(=O)(=O)c1ccc(NC(=O)c2ccc(Br)o2)cc1
 : 14, -6[20 µM], -1.2, 4, -2, -2, 2, 0, -0.68
#42 Cc1cc(C)n2nc(C(=O)NCc3ccccc3)nc2n1
 : 16, -7[20 µM], 0.2, 5, 2, -1, 7, 2, 0.79
#43 Cc1nnc(NC(=O)CSc2ncnc3scc(-c4ccccc4)c23)s1
 : 15, -8[20 µM], -0.4, 13, 0, 3, 2, -9, /
#44 COc1ccc(COC(=O)N/C=C/c2ccco2)cc1
 : 4, -23, 1.6, 1, -3, 2, -3, 2, -0.014
#45 S=C(NCc1cccnc1)Nc1ccc(Cl)cc1Cl
 : 3, -1, 0.9, -7, -2, 1, -5, 1, 0.54
#46 CCCC(CCC)c1nc2ccncc2[nH]1
 : 6, -20, 2.0, 1, -6, 8, -1, 6, 0.036
#47 O=C(Nc1nnc(CCN2CCOCC2)s1)C1CCCCC1
 : 8, -27, 0.3, -16, -1, 1, 5, 4, 0.06
#48 COc1ccc(N2C(=O)C3CCCCC3C2=O)cc1NC(=O)c1ccccc1 (stereo unspecified)
 : 9, -39, 0.1, 9, -7, -2, 0, 2, -0.016
#49 CC(C)CCNC(=O)Cn1cc2c(n1)CCCCC2
 : 7, -18, 0.0, 5, 0, 0, 5, -7, -1.1
#50 CC(O)c1c(-c2ccccc2)nn(C)c1Cl (stereo unspecified)
 : 8, -15, 0.6, 0, 10, 2, 0, -1, /
#51 CSc1ccc(CNc2ccccc2)cc1
 : 18, -27[20 µM], 1.5, -1, 2, -1, 6, 0, -0.51
#52 O=C(NCCc1c[nH]c2ccc(Cl)cc12)c1cccnc1
 : 14, -11[20 µM], -1.1, -1, -3, -2, 4, 2, /
#53 O=C(CSc1nnc(COc2ccccc2)n1Cc1ccco1)Nc1ccc2c(c1)OCCO2
 : 2, 10[20 µM], -1.1, -13, -12, 6, -3, 11, -0.12
#54 O=[N+]([O-])c1cccc(S(=O)(=O)NCC2CCCO2)c1 (stereo unspecified)
 : 9, -16, 1.0, -10, -8, 0, 4, 9, 0.19
#55 O=C(O)COc1ccc(/C=N/NC(=O)C2CCCN2S(=O)(=O)c2ccc(Cl)cc2)cc1 (stereo unspecified)
 : 12, -11[20 µM], -0.7, 2, 0, -1, 1, -4, 0.66
#56 Cc1ccccc1NC(=O)c1ccc(F)c(S(=O)(=O)N2CCN(c3ccccn3)CC2)c1
 : 8, -21, -0.7, 6, 3, 1, 4, -2, -1.3
#57 CC(=O)c1ccc(N2CCC(c3cc(-c4ccc(Cl)cc4Cl)n[nH]3)CC2)c([N+](=O)[O-])c1
 : 30, -15[20 µM], 0.2, 7, 5, 0, 19, -2, 0.072
#58 CCOc1ccc2cc(C3CC(c4ccco4)=NN3S(=O)(=O)c3ccccc3)c(Cl)nc2c1 (stereo unspecified)
 : 0, -14, -2.0, -18, -5, -1, -5, 6, -0.29
#59 CCOc1cc2c(cc1OCC)C(C(=O)O)C(c1cc(Br)c(O)c(OC)c1)N(C)C2=O (stereo unspecified)
 : 18, -28, 0.9, -11, 1, 6, 6, 2, /
#60 O=C(NCCCN1CCOCC1)c1ccc(CS(=O)(=O)c2cccc(C(F)(F)F)c2)o1
 : 20, -22, 1.3, -3, -3, -1, 4, 6, 0.46
#61 CC(c1ccncn1)N(C)Cc1nc(Cc2ccccc2F)no1 (stereo unspecified)
 : 7, -16, 2.2, /, 0, 3, 0, 7, /
#62 COC1CCCCC1Nc1cc(C)ccc1C (stereo unspecified)
 : -2, -23, 0.0, -14, -4, -1, -10, 3, -0.5
#63 Clc1ccc(Cl)c(OCCN2CCOCC2)c1
 : 15, -19[20 µM], 0.6, -13, -1, -3, 2, 0, 0.41
